# TRb SRC2 PPI: disrupts binding of human TR beta to SRC2; TRbeta-SRC2 peptide binding, fluorescence polarization; receptor liganded with 1 µM T3; Potency, µM (doses to about 106 µM), for inactives: at the top dose activity change, negative = inhibition, hits mostly inhibitors; hit rate 0.065% among 280,000; AID 1469;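 also: plate controls were bound peptide for no effect and peptide without receptor for full effect; nearly all actives have a fitted effect of over 50% in size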
# Target sequence (P10828 whole entry, looked up): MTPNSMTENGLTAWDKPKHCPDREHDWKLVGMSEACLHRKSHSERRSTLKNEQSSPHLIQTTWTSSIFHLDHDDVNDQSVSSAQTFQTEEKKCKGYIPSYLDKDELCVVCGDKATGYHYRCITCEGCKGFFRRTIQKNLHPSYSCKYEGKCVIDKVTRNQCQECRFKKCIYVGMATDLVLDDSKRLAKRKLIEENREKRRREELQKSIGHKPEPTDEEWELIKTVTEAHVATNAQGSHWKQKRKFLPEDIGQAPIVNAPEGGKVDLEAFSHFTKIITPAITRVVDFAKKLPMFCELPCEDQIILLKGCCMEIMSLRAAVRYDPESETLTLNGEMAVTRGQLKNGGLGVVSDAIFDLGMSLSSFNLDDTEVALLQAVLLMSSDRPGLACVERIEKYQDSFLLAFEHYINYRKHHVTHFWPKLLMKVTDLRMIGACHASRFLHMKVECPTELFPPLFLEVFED
#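 Compounds were added to 0.6 uM TRb ligand-binding domain and 20 nM Texas Red-labeled SRC2 peptide in Tris buffer containing 1 uM T3, incubated 5 hr at ambient temperature, then read by fluorescence polarization.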
# Tau ThT inhib: inhibitors of human tau fibril formation, thioflavin T binding; P10636; recombinant tau K18 P301L, heparin-induced fibrillization, ThT fluorescence; Potency, µM (highest dose often 57.4 µM), for inactives: top-dose activity, negative = inhibition, most hits filed as inhibitors; hit rate 2.1% among 270,000; also: % is scaled to controls: 0 for no effect and ±100 for the full control effect; nearly all actives have a fitted effect of over 55% in size
# Target sequence (P10636 561-689 P618L limits assumed): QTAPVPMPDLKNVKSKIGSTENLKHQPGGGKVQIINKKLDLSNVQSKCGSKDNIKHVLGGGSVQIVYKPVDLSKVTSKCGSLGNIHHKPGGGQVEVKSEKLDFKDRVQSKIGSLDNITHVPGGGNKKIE
#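 K18 P301L tau (15 uM + 0.24 uM Alexa 594-tagged), heparin 20 uM, NaOAc pH 7, 6 h 37 C; ThT 30 uM, 1 h RT, ex 450/em 510 nm.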
# Tau fluor counter: counter-screen for tau fibril formation inhibitors. tau K18 P301L (four-repeat tau fragment) Alexa594 fluorescence, heparin fibrillization. hit rate 0.93% among 280,000. Potency, µM (doses to about 57.7 µM), without a hit: at the highest dose activity change, negative = decrease. AID 1463; also: % is scaled to controls: 0 for no effect and ±100 for the full control effect; nearly all actives have a fitted effect of over 55% in size
#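 Human K18 P301L tau (15 uM unlabeled plus 0.24 uM Alexa 594-labeled, final) in 100 mM sodium acetate pH 7 was mixed with compound and 20 uM heparin and incubated 6 hr at 37 C.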
# HTT ATP protect: cytoprotection in Huntington HTT-Q103 PC12 cell model; PC12 HTT-Q103 induced, cytoprotection, ATP luminescence, 40 h; Potency, µM (doses to about 56.4 µM), inactives show cytoprotection (ATP increase), actives largely listed as activators; hit rate 0.14% among 230,000;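 also: % of control where 0% means no effect; nearly all actives have a fitted effect of over 45% in size; toxic huntingtin expression switched on by the ecdysone agonist tebufenozide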
#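 Compounds added alongside 100 nM tebufenozide, which induces toxic Q103 huntingtin exon 1-GFP in stable PC12 cells; surviving cells quantified by luminescent ATP measurement. Medium: phenol red-free DMEM, 5% equine and 5% calf serum.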
# RECQ1 inh: inhibitors of human RECQ1 DNA helicase | RECQ1 DNA unwinding, red fluorescence kinetic read | Potency, µM (highest dose often 57.3 µM), inactives show at the top dose activity, negative = inhibition, hits mostly inhibitors | hit rate 0.54% among 240,000;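 also: plate controls were vehicle for no effect and no enzyme for full effect; nearly all actives have a fitted effect of over 30% in size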
#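 RECQ1T1 50 nM; forked duplex (20 bp + 30-nt ss tails) 200 nM, ATP 2 mM final; pH 8.0, 2 mM MgCl2, 2.5 ug/ml poly(dI-dC); 15 min compound preincubation; discontinuous kinetic read over 2 h at RT.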
# TexasRed fluor: alters Texas Red total fluorescence, flagging assay interference; Potency, µM (top dose mostly 106 µM), for inactives: at the top dose fluorescence change, negative = quenching; hit rate 0.29% among 280,000; TRb/SRC2 Texas Red total fluorescence interference; active = well fitted curve in either direction with a large enough effect; inconclusive = small, poorly fitted or top-dose-only effect; also: % is scaled to controls: 0 for no effect and ±100 for the full control effect
#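 Flags fluorescent or light-absorbing compounds by total fluorescence, S + 2P, at 555 nm excitation and 632 nm emission. Mixture: 20 nM Texas Red SRC2 peptide, 0.6 uM human TRb LBD, 1 uM T3, 5% DMSO; compound exposure 5 h at ambient temperature.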
# Tau fibril FP: tau fibrillization inhibition (FP) | P10636 | K18 P301L tau heparin fibrillization, Alexa594 FP, 6 h | Potency, µM (doses to about 57.7 µM), without a hit: at the highest dose activity, negative = inhibition, actives largely listed as inhibitors | hit rate 0.39% among 280,000 | AID 1468; also: % is scaled to controls: 0 for no effect and ±100 for the full control effect; nearly all actives have a fitted effect of over 55% in size
#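 FP of Alexa 594-tau after heparin (20 uM) induction. Substrate: human K18 P301L, 15 uM unlabeled, 0.24 uM labeled. Buffer 100 mM sodium acetate pH 7. 6 hr, 37 C.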
# L3MBTL1 block: L3MBTL1 (human) inhibition; hit rate 0.66% among 230,000; Potency, µM (top dose mostly 57.1 µM), for inactives: at the highest dose activity, negative = inhibition, actives largely listed as inhibitors; AlphaScreen L3MBTL1–H3K9me1 peptide binding; Q9Y468; also: % is scaled to controls: 0 for no effect and ±100 for the full control effect; nearly all actives have a fitted effect of over 60% in size
#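 First, the protein-peptide complex forms for 30 min at room temperature (L3MBTL1 50 nM, biotinylated H3K9me1 peptide 75 nM). Next, compounds are pin-transferred and incubated 30 min. Finally, AlphaScreen beads are added and read after 30 min.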
# Active calls of the source: *; i = inactive; ? = inconclusive; / = no result given; & = joins results of further samples; [ ] = remark or other dose. Unless noted, calls follow the shape of the dose curve; as a rule, active = well fitted curve in the direction sought with a large enough effect; inconclusive = small, poorly fitted or top-dose-only effect, or another doubt; inactive = no such curve, though single readings can be large; an effect the other way counts as inactive or inconclusive. Potency is read from the fitted curve at half-maximal effect.
Compound,TRb SRC2 PPI,Tau ThT inhib,Tau fluor counter,HTT ATP protect,RECQ1 inh,TexasRed fluor,Tau fibril FP,L3MBTL1 block
CCN(c1ccccc1)S(=O)(=O)c1ccc(OC)c(NC(=O)c2cccs2)c1,4%,0%,-27%,-14%,-10%,0%,-13%,2%
C=CC[n+]1c(C)csc1Nc1cccc(Br)c1,3%,-14%,-26%,7%,-2%,1%,4%,-18%
Cc1c(C(=O)N2CCCCC2)sc(NC(=O)C2CC2)c1C#N,3%,4%,5%,-4%,12%,0%,7%,7%
CC(C)N1C(=O)S/C(=C/c2ccc(Sc3nc4ccccc4[nH]3)o2)C1=O,-2%,?,?,14%[10 µM],-1%,-1%,?,0%
O=C(CSc1cccc(C(F)(F)F)c1)Nc1ccc(Cl)cc1Cl,-1%,-14%,-25%,-20%,i,-1%,?,25%
Cc1cc(C)cc(C(=O)/C=C2\NC(=O)CS2)c1,0%,-6%,-9%,-17%[10 µM],0%,-5%,-7%,22%
CCN(CC)C(=O)c1ccc(Oc2ccc([N+](=O)[O-])cc2Cl)cc1,4%,-2%,-1%,-29%,i,-2%,7%,0%[11.4 µM]
Cc1cc(C(=O)NNC(=O)CCC2CCCCC2)c(C)o1,-7%,1%,5%,-11%,-5%,2%,1%,-7%
Cc1nc(N2CCCCC2)c2sc(=S)n(C)c2n1,2%,-11%,-1%,-16%[10 µM],i,1%,-3%,-5%
CC(C)N(Cc1cc2ccccc2[nH]c1=O)C(=O)c1cccc([N+](=O)[O-])c1,4%,-2%,-3%,-6%[10 µM],-5%,-5%,10%,-4%
Cc1ccc(NC(=O)CCC(=O)N2CCOc3ccccc32)c(Cl)c1,5%,15%,5%,/,/,-1%,-2%,43%[activator]
COC(=O)C1CCN(c2nc3ccccc3nc2C(C#N)C(=O)NCCc2ccccc2)CC1 (configuration not stated),-2%,?,-25%,-56%[inhibitor],-18%,-3%,7%,4%
Cn1c(NC(=O)CCc2ccccc2)cc(=O)n(C)c1=O,-5%,-10%,-11%,-40%[inhibitor],-9%,-6%,-1%,/
COc1c(O)ccc(C2NC(=O)NC(C)=C2C(=O)Nc2ccccc2C)c1[N+](=O)[O-] (configuration not stated),-2%,-7%,-8%,-20%,-6%,1%,-9%,/
CCN(C(=O)CSc1cc(C)c2cccc(C)c2n1)C1CCS(=O)(=O)C1 (configuration not stated),2%,-1%,2%,-24%,-2%,-5%,5%,3%

Compound,TRb SRC2 PPI,Tau ThT inhib,Tau fluor counter,HTT ATP protect,RECQ1 inh,TexasRed fluor,Tau fibril FP,L3MBTL1 block
COc1ccc(NS(=O)(=O)c2ccc(NC(=O)c3ccccc3)cc2)nn1,-1%,-11%,-15%,-30%,i,1%,-1%,/
COc1ccc(NCC(=O)N/N=C/C=C\c2ccccc2)cc1,-3%,0%,-4%,1%[10 µM],-1%,11%,3%,?
CCOc1ccc(C(=O)Nc2c3c(nn2-c2ccc(C)cc2)CS(=O)C3)cc1OCC (configuration not stated),-7%,-8%,1%,-5%,-6%,-1%,-3%,-3%
O=C(Cc1ccccc1)Nc1cccc(N2CCCC2)c1,12%,?,?,-20%[0.074 µM],-21%,0%,8%,0%
Cc1ccccc1-c1noc(-c2ccc(N3CCCC3)c([N+](=O)[O-])c2)n1,-1%,1%,-14%,/,/,-1%,-1%,/
CCOc1ccc2nc(NCCNC(=O)C(C)C)c(C)cc2c1,4%,?,-4%,-6%,-1%,-3%,?,-12%
Cc1cc(N2CCCCCC2)nc(-c2ccccc2O)n1,6%,-2%,-24%,-6%[0.074 µM],-5%,-9%,-11%,/
Cc1ccc2oc(=O)c(/C=C(\O)CC(C)C)nc2c1,-4%,-3%,-4%,9%[10 µM],-3%,3%,7%,4%
C(=N\n1cnnc1SCc1ccccc1)/c1ccco1,-10%,-20%,-15%,-3%,i,-1%,-6%,-1%
COC(=O)c1cc2occc2n1Cc1nc(-c2cccc(Cl)c2)oc1C,-1%&0%,3%&-12%,3%&-17%,/,-5%,1%&-1%,4%&-2%,1%
O=C(CN1C2CCCC1CC(NC(=O)c1ccco1)C2)Nc1ccccc1 (configuration not stated),-5%,2%,3%,11%,2%,-2%,?,-4%
Cn1nnnc1SCCCNCc1cc(Cl)ccc1OCc1ccc(F)cc1,0%,-4%,-12%,/,/,-3%,-11%,/
CSc1cccc(NC(=O)CCCOc2ccccc2)c1,-3%,-13%,-27%,0%[10 µM],-9%,-4%,-12%,14%
CCOc1ccc(-n2c(SC(C)C)nc3c(c2=O)SCC3)cc1,0%,-7%,-5%,-14%,-10%,3%,-4%,-21%
COc1ccc(Cn2cc(F)c(=O)n(C)c2=O)cc1[N+](=O)[O-],0%,/,-12%,10%[10 µM],-3%,-3%,-5%,/

Compound,TRb SRC2 PPI,Tau ThT inhib,Tau fluor counter,HTT ATP protect,RECQ1 inh,TexasRed fluor,Tau fibril FP,L3MBTL1 block
Cc1c(Cl)cccc1NC(=O)Cn1cc(C(=O)c2cccs2)c2ccccc21,3%,?,?,/,/,0%,?,/
O=C(Nc1ccc(F)cc1)N1CCOCC1,-2%,-3%,1%,12%,5%,0%,12%,/
CC(C)CC(NS(=O)(=O)c1cc(C(=O)O)ccc1Cl)C(=O)O (configuration not stated),5%,-2%,1%,33%[10 µM],-2%,-7%,5%,8%
Cc1ccc(S(=O)(=O)NC(C)(C)CSc2nncn2C)cc1,0%,-3%,-5%,5%,-3%,-2%,2%,/
O=C(CN(C1CCCCC1)C1CCCCC1)N1CCc2ccccc2C1,-10%,-18%,-1%,11%,i,-5%,1%,/
Cc1ccc(C)c(CN2C(=O)c3ccccc3S(=O)(=O)c3ccc(C(=O)N4CCc5ccccc54)cc32)c1,1%,-3%,-6%,/,/,-7%,-14%,/
COc1ccccc1-n1c(=O)c(C#N)c(-c2ccc([N+](=O)[O-])cc2)c2cc(C(=O)c3ccccc3O)cnc21,2%,/,?,29%[10 µM],-11%,-1%,2%,/
N#Cc1nc(-c2ccco2)oc1NCCCN1CCOCC1,1%,-3%,-7%,-22%,-6%,-6%,-6%,-2%
NS(=O)(=O)c1ccc(CCNS(=O)(=O)c2cccc(C(=O)O)c2)cc1,3%,-15%,-19%,-8%[10 µM],-5%,0%,1%,-7%
Cn1c(=O)c2c(nc(N3CCCCCC3)n2CC(=O)c2ccccc2)n(C)c1=O,-9%,8%,3%,-16%[10 µM],1%,-5%,2%,-1%
O=C(NNC(=S)Nc1ccc(Cl)c(Cl)c1)c1cccc([N+](=O)[O-])c1,-10%,/,1.8µM*[quencher],4%[10 µM],-11%,-5%,?,/
Cc1ccc(S(=O)(=O)c2cc3c(=O)n4cccc(C)c4nc3n(CC3CCCO3)c2=N)cc1C (configuration not stated),-3%,-6%,-12%,12%[10 µM],-9%,-1%,6%,9%
CNS(=O)(=O)c1cnccc1N1CCN(c2cccc(C(F)(F)F)c2)CC1,-15%,-9%,-14%,-54%,5%,-4%,-13%,-1%
CCN1CCN(c2ncnc3sc(C(=O)Nc4ccccc4F)c(C)c23)CC1,-3%,4%,3%,-56%[inhibitor],-1%,-3%,-2%,-9%
O=C(Nc1ccc(OCC(F)(F)C(F)F)c(C(F)(F)F)c1)c1ccccc1O,6%,?,?,-3%[10 µM],-19%,1%,25µM*,?

# Individual results from the entries so far:
# `O=C(Nc1ccc(F)cc1)N1CCOCC1` @ Tau fluor counter = 1%
# `Cn1c(=O)c2c(nc(N3CCCCCC3)n2CC(=O)c2ccccc2)n(C)c1=O` @ Tau ThT inhib = 8%
# `CNS(=O)(=O)c1cnccc1N1CCN(c2cccc(C(F)(F)F)c2)CC1` @ TexasRed fluor = -4%

# Going on with the list.
Compound,TRb SRC2 PPI,Tau ThT inhib,Tau fluor counter,HTT ATP protect,RECQ1 inh,TexasRed fluor,Tau fibril FP,L3MBTL1 block
CC(CCO)Nc1nc2c(c(=O)n(C)c(=O)n2C)n1Cc1ccc(Br)cc1 (configuration not stated),-21%,-9%,-23%,/,/,0.0071µM*[quencher],1%,/
O=C(CN1CCN(S(=O)(=O)c2ccc(Cl)cc2)CC1)Nc1ccc2c(c1)CCC2,-5%,-9%,-10%,-6%[10 µM],-3%,1%,10%,-3%
COc1ccc(Cn2c(CCC(=O)Nc3ccc(OC)c(Cl)c3)nc3cccnc32)cc1,-9%,?,-2%,/,/,-1%,-6%,/
CN(C)CCNc1nc2sc3c(c2c(=O)n1CCc1ccccc1)CCCCC3,0%,?,13µM*[quencher],-15%[10 µM],-10%,-8%,?,-28%
CCCN(CCC)CCNC(=O)CN1C(=O)COc2ccc(S(=O)(=O)N3CCOCC3)cc21,-2%,0%,-2%,/,/,-5%,-6%,/
Cc1ccnc(SCCn2c(N3CC(C)OC(C)C3)nc3c2c(=O)n(C)c(=O)n3C)n1 (configuration not stated),5%,-1%,-3%,-11%,i,-1%,-6%,5%
Cc1cc(C2=NNC(=Nc3ccc(S(=O)(=O)N4CCOCC4)cc3)SC2)c(C)n1CC1CCCO1 (configuration not stated),-2%,?,?,13%,6%,-2%,?,/
CCOc1ccccc1N(CC(=O)Nc1ccccc1C(=O)NCc1ccco1)S(C)(=O)=O,-5%,-21%,-15%,6%,-7%,0%,-12%,0%
CC(=O)Nc1ccc(S(=O)(=O)NCC(=O)OCc2cc(=O)oc3ccc4ccccc4c23)cc1,-11%,-3%,-6%,/,-17%,1%,4%,0%
CCOC(=O)C1CCN(S(=O)(=O)c2ccc(OC)c(OC)c2)CC1,4%,4%,0%,10%,i,-3%,10%,/
O=C(c1cccc([N+](=O)[O-])c1)N1CC2C3C=CC(C3)C2C1 (configuration not stated),-8%,6%,1%,-14%,3%,-1%,-1%,/
CCOC(=O)c1ccc(NS(=O)(=O)c2cc(-c3onc(C)c3C)ccc2C)cc1,-5%,16%,-22%,/,/,0%,?,/

# A portion of the library; rates above refer to the full screens.
